HIF-2a inh: blocks HIF-2a reporter activity; 786-0 RCC cells HIF-2a reporter, luciferase luminescence, overnight; inhibition, % at 18.8 µM; 360,000 compounds, 0.72% hits;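 active means inhibition of the luminescence signal of 40% or more relative to plate controls, in a single-dose primary screen at 18.75 µM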
MITF TRPM1 inh: MITF TRPM1 promoter inhibition in SK-MEL-5 cells; SK-MEL-5 TRPM1 promoter luciferase, 24 h; inhibition, % at 12.5 µM; 330,000 compounds, 0.83% hits; AID 488899;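 active means mean inhibition across replicates of 60% or more, whatever share of single replicates reaches that level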; further: values of inactives mirror those of a sister screen read the other way
m5-HT2A agonist: agonists of mouse serotonin 5-HT2A receptor (HTR2A); activation, % at 7.6 µM; CHO-K1 mHTR2A beta-arrestin complementation, luminescence; percent of 30 µM serotonin response; 360,000 compounds, 0.66% hits; AID 624169;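 active means activation above a run cutoff, the mean activation of all tested compounds plus 3 SD, cut at about 14% in these data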;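 further: 0% = plate median of compound wells and 100% = 30 µM serotonin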
Target sequence (P35363 whole entry, looked up): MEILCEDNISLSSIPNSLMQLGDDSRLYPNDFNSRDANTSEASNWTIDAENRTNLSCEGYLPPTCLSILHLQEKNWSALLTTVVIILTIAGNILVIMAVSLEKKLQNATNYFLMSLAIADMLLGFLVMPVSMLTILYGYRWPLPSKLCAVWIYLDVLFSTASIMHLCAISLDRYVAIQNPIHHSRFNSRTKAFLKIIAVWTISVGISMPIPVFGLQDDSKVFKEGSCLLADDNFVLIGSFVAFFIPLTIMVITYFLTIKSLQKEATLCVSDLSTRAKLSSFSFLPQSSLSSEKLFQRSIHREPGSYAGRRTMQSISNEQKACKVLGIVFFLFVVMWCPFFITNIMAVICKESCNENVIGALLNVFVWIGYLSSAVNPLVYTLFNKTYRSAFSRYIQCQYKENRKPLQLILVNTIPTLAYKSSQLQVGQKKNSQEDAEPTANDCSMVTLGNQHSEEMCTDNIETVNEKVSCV
H9c2 protect: protects H9c2 cardiomyocytes from peroxide injury; H2O2 injury protection, ATPLite, 2 h; protection from H2O2 cell death, % at 20 µM; 360,000 compounds, 0.63% hits; AID 588492;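 active means compounds giving at least 50% protection of heart cells from peroxide-induced death in the single-dose screen, raw or plate-pattern-corrected value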;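 further: 0% = DMSO wells with peroxide and 100% = DMSO wells without peroxide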
NR2E3 ag-1: agonists of human NR2E3 nuclear receptor. Q9Y5X4. CHO-S Gal4-NCOR/VP16-NR2E3 two-hybrid, luciferase. inhibition of corepressor binding, % at 3.98 µM. 360,000 compounds, 0.35% hits. AID 602229;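 active means inhibition above the mean of all tested compounds plus 3 SD, cut at about 70% in these data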;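 further: 0% = DMSO with NR2E3 transfected cells and 100% = cells lacking NR2E3 construct; higher means lower luciferase signal from less NR2E3 corepressor binding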
Target sequence (Q9Y5X4 whole entry, looked up, the tested form may be a part): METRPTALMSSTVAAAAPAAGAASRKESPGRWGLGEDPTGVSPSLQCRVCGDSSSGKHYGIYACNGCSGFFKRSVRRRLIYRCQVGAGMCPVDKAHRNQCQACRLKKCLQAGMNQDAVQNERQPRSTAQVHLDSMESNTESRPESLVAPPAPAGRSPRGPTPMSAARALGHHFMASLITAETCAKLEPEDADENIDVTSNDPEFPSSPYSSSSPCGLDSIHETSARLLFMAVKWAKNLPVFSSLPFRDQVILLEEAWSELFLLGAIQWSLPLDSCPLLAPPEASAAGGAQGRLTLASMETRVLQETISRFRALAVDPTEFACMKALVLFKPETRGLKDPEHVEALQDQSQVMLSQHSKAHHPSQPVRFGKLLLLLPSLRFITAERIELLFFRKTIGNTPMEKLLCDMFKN
hiPSC survival: increases survival of single human iPS cells; hiPSC single-cell survival, ATPlite luminescence; 100% = ROCK inhibitor wells, 0% = DMSO; survival enhancement, % at 20 µM; AID 602274; 360,000 compounds, 0.044% hits; in the data active means survival enhancement above about 18%;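 further: cells exposed to compounds for 16 hours before the ATP read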
Shn3 inh set2: inhibitors of Schnurri-3 3'UTR reporter in osteoblasts | 360,000 compounds, 0.52% hits | inhibition, % at 12.5 µM | Clone20 osteoblast Shn3 3'UTR firefly luciferase, 24 h;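 active means mean inhibition of at least 75% with every replicate also reaching 75%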;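 further: 0% = median of neutral control wells and 100% = pilot-screen positive control compound; some compounds past the cut are filed as inactive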
Peg3 prom inh: inhibitors of Peg3 promoter; HeLa PEG-Prom luciferase reporter, luminescence, overnight; inhibition, % at 20 µM; 360,000 compounds, 1.7% hits;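 active means inhibition of at least 50% at 20 µM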
CaV13 FRET inh: Disruptors of the CACNA1D IQ motif to Ca2+-dependent inactivation inhibitor domain association, primary screening, Förster resonance energy transfer in intact living …; HEK cells, CFP/YFP FRET ICDI-IQ, plate reader, 10 min; percent FRET-ratio fall versus neutral wells; inhibition, % at 12.3 µM; 340,000 compounds, 0.098% hits; AID 743397;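 active means mean replicate inhibition of at least 30% and at least 1% of replicates passing that level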;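 further: 0% = median of the neutral control wells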
PDI inh: blocks human protein disulfide isomerase activity; P07237; inhibition, % at 10 µM; 350,000 compounds, 0.052% hits; AID 588391; PDI insulin aggregation turbidity, A650, 90 min;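 active means mean inhibition across replicates of 30% or more, whatever share of single replicates reach that level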;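 further: absorbance from insulin aggregation driven by PDI reduction with DTT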
NR2E3 ag-2: agonists of human nuclear receptor NR2E3 | GST-NR2E3/biotin-RetCOR TR-FRET, 1536-well | inhibition of corepressor binding, % at 4.78 µM | 320,000 compounds, 0.12% hits | AID 2300;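 active means percent inhibition above the cutoff of mean plus 3 SD of all tested compounds, set per screening campaign, cut at about 20% in these data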;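 further: 0% = DMSO wells and 100% = biotin wells as full block of FRET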
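system = GST-tagged NR2E3 plus biotinylated RetCOR corepressor | input = 1.35 nM GST-NR2E3 | also added = 7 nM biotin-RetCOR | schedule = 5 h incubation at 4 °C | measured by = TR-FRET with europium anti-GST and streptavidin-D2, 340 nm excitation | read-out = percent loss of FRET ratio relative to control wells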
An asterisk follows results filed as active; nt = no result given.

SMILES	HIF-2a inh	MITF TRPM1 inh	m5-HT2A agonist	H9c2 protect	NR2E3 ag-1	hiPSC survival	Shn3 inh set2	Peg3 prom inh	CaV13 FRET inh	PDI inh	NR2E3 ag-2
Nc1ccc2c(c1)Cc1ccccc1-2	-124	-39	2	-3	-31	2.1	-44	-162	-5	-2	-6
O=c1[nH]c2ccccc2c(=O)n1-c1cccc(Cl)c1	-11	-12	0	7	-8	5.4	-12	4	-5	-6	-1
Cc1c(CCN)ccc2c1[nH]c1ccccc12	-16	9	-1	8	3	-0.1	-13	-45	-19	4	0
Cc1ccccc1-n1c(O)c(/C=N/N2CCOCC2)c(=O)[nH]c1=S	20	-2	5	8	-17	-0.3	7	0	-18	-7	-1
COC(=O)C1(F)C(=O)NC(=O)NC1O (stereo not drawn)	7	nt	-2	nt	4	1.4	nt	nt	-12	nt	nt
CC(=O)OC1C(O)C(C)OC(OC2C(OC(=O)C3CCC4C(C3)OC3(CC(OC(=O)/C=C/c5ccccc5)C(C)CO3)C43CO3)OC(C)C(O)C2OC(C)=O)C1O (stereo not drawn)	65*	87*	3	37	103*	-3.5	96*	93*	-2	9	nt
COCCNC(=O)Cn1cc(/C=C2\C(=O)NC(=O)N(c3ccccc3F)C2=O)c2ccccc21	12	nt	-1	8	-12	1.7	25	1	-5	-6	1
CCOc1ccc(N=Cc2c(O)n(-c3ccc(C)c(C)c3)c(=O)[nH]c2=O)cc1	8	nt	1	4	24	1.1	20	6	-4	-5	4
O=C(CCNC(=O)N1C[C@H]2C[C@@H](C1)c1cccc(=O)n1C2)Nc1ccc(F)cc1	4	-1	5	-9	-17	0.8	16	0	nt	nt	2
Cc1ccc(Cl)cc1-n1c(O)c(C=NCCCN2CCOCC2)c(=O)[nH]c1=O	10	0	-1	2	7	-0.6	-11	5	nt	0	0
O=C(CCN1CCOCC1)NCC(=O)Nc1ccc(Br)cc1C(=O)c1ccccc1	18	3	-1	6	-2	1.6	-2	14	-4	-14	1
COc1cc(/C=N/n2cnnc2)ccc1OC(=O)N(C)C	7	2	0	0	-5	-0.9	3	5	-9	2	1
C=CCN=C(SCC(=O)c1ccc(Cl)cc1)c1c(O)n(C)c(=O)n(C)c1=O	-2	8	-5	-9	-12	-0.7	-1	15	-6	6	1
COC(=O)C1=C(c2ccc(-c3ccccc3)c(F)c2)C[C@@H]2CC[C@H]1N2C(=O)NCCOc1ccc(OC)cc1	15	15	-10	-7	-1	-1.4	37	23	-9	14	-1
C=CCOC(=O)C1C(C(=O)O)C2(Cl)C(Cl)=C(Cl)C1(Cl)C2(Cl)Cl (stereo not drawn)	14	3	-6	-1	11	6.4	-7	17	-5	2	nt
O=C1CCCN1CC#CCN1CCCC1	-3	6	1	6	-22	6.3	-2	3	-5	-5	0
Cc1nn(Cc2ccccc2)c(C)c1C=C1C(=O)NC(=O)NC1=O	16	-11	3	8	-7	-0.4	3	9	-14	2	-1
Cc1ccc(-c2nc(CS(=O)CC(=O)N3CCC4(CC3)OCCO4)c(C)o2)cc1 (stereo not drawn)	4	1	-2	3	14	-2.1	6	9	-4	-5	-1
CSc1ccc(C(=O)C2CCCN(C)C2)cc1 (stereo not drawn)	-1	6	-6	-7	6	2.6	-3	9	-7	-5	5
Cc1cccc(N=C2c3cc([N+](=O)[O-])ccc3-c3c2cc([N+](=O)[O-])cc3[N+](=O)[O-])c1	-14	42	3	-19	-22	-0.9	-21	86*	-6	-8	nt

Part of the list above, with two lines to a compound.
Values run as follows: HIF-2a inh, MITF TRPM1 inh, m5-HT2A agonist, H9c2 protect, NR2E3 ag-1, hiPSC survival, Shn3 inh set2, Peg3 prom inh, CaV13 FRET inh, PDI inh, NR2E3 ag-2
- Nc1ccc2c(c1)Cc1ccccc1-2
 : -124, -39, 2, -3, -31, 2.1, -44, -162, -5, -2, -6
- Cc1ccc(Cl)cc1-n1c(O)c(C=NCCCN2CCOCC2)c(=O)[nH]c1=O
 : 10, 0, -1, 2, 7, -0.6, -11, 5, nt, 0, 0

(listing goes on)
SMILES	HIF-2a inh	MITF TRPM1 inh	m5-HT2A agonist	H9c2 protect	NR2E3 ag-1	hiPSC survival	Shn3 inh set2	Peg3 prom inh	CaV13 FRET inh	PDI inh	NR2E3 ag-2
c1ccc(C2OCCN3CCCCC23)cc1 (stereo not drawn)	19	-6	3	-5	-9	2.9	-6	3	-8	-21	0
Nc1ccc(S(=O)(=O)N2CC3CC(C2)c2cccc(=O)n2C3)cc1 (stereo not drawn)	3	-10	-1	3	17	-0.9	-8	-1	8	6	-4
COc1cc(C2(C#N)CCN(C)CC2)cc(OC)c1OC	14	11	-1	-1	-8	0.9	-21	5	-3	-2	nt
O=C1CN=C(c2cc([N+](=O)[O-])ccc2Cl)c2cc([N+](=O)[O-])ccc2N1	11	1	1	2	46	-0.9	3	28	-3	7	2
CNC(=O)Oc1ccc(-c2cn3cc(Cl)ccc3n2)cc1	-131	-28	4	-29	-130	-3.3	-60	-204	-8	-11	3
CSc1ncc(Cl)c(C(=O)O)n1	11	4	-4	2	-9	-0.7	9	9	-5	0	-1
CCOC(=O)[C@]12Cc3cc(C)ccc3[C@H]1N(C1CCCCC1)C(=O)c1ccccc12	88*	nt	7	nt	37	-2.0	nt	nt	-5	nt	nt
Cc1nn(Cc2ccccc2)c(C)c1C(=O)NCc1ccccc1F	9	6	-4	-5	-2	0.9	13	19	-5	4	-4
O=C(O)c1ccc(N=Cc2c(O)[nH]c(=O)[nH]c2=O)cc1	15	-7	1	-2	-11	-0.1	-3	1	-7	2	1
Cc1cc(C(=O)OCC(=O)Nc2ccc(F)cc2F)c(C)n1C1CC1	-84	-6	5	-5	-3	1.8	-18	-42	-3	7	-1
CCOP(=O)(OCC)/C(C#N)=C/c1ccoc1	2	12	0	0	-5	-0.4	-19	4	-4	-1	nt
COc1ccc(OC(=O)N(C)C[C@@H]2OCc3cnnn3CCCC(=O)N([C@@H](C)CO)C[C@H]2C)cc1	14	nt	-1	11	-1	0.1	-11	2	-3	-4	nt
COc1ccc(NC(=O)N2CCC3(CC2)OCCO3)c(OC)c1	21	-6	-1	-2	4	2.9	12	3	-19	4	5
CCCCNC(=O)c1c(N)n(CCCOC)c2nc3ccccc3nc12	15	2	3	14	-22	3.7	-9	14	-3	1	4
CCN(CC)CCOC(=O)c1cc2cc(COC)ccc2o1	6	-5	9	4	-11	6.2	-10	3	nt	11	4
C#CCN1CCN(c2ccc(F)cc2)CC1	8	-3	3	5	-3	-0.4	17	-11	-6	-22	3
CC(=O)OC1CC(OC2C(O)CC(OC3C(O)CC(OC4CCC5(C)C(CCC6C5CC(O)C5(C)C(C7=CC(=O)OC7)CCC65O)C4)OC3C)OC2C)OC(C)C1OC1OC(CO)C(O)C(O)C1O (stereo not drawn)	87*	70*	-5	4	-3	-1.4	-16	95*	-5	8	nt
COc1cccc(CC(=O)N(C)C2CCCN(Cc3ccccc3F)C2)c1 (stereo not drawn)	25	8	-1	9	29	0.0	19	25	-2	0	1
CN(C)P(=O)(C(Cl)=C(N1CCCCC1)N1CCCCC1)N(C)C	-8	-7	0	1	-7	-1.2	4	2	-9	-1	-2
COc1ccc(NC(=O)C2C3CCC(O3)C2C(=O)O)c(OC)c1 (stereo not drawn)	8	-6	10	-1	-34	0.8	4	6	-2	-5	2
CCOC(=O)c1ccc(N2C(=O)CC(N3CCC(C#N)(c4ccccc4)CC3)C2=O)cc1 (stereo not drawn)	2	3	-4	4	-13	-0.5	1	-1	-3	-6	-2
COc1cccc(CCNCc2c(F)cccc2F)c1	-26	3	21*	-2	11	0.3	-1	-18	-4	-1	1
COc1cc(CN2C(=O)NC(=O)C3(Cc4cc(C)ccc4N(C)C3)C2=O)cc(OC)c1 (stereo not drawn)	0	16	3	8	-3	0.7	-5	12	-3	2	1
COc1ccc(-n2c(O)c(/C=C3\C=Nc4ccc(Br)cc43)c(=O)[nH]c2=O)cc1	31	6	4	42	-30	0.4	12	39	-17	-4	4
CCc1cc2c(N3CCN(C)CC3)ncnc2s1	20	-10	-6	-8	-13	-1.6	5	18	-4	-1	2
c1ccc(NC2=NCCS2)cc1	14	-2	-1	2	-20	-0.7	-29	-1	0	-2	4
CCC1(C2=NCCN2)Cc2ccccc2O1 (stereo not drawn)	-3	15	6	2	-4	1.9	6	-5	-5	3	2
CSc1ccccc1C(=O)C1CCCN(Cc2ccncc2)C1 (stereo not drawn)	18	5	-3	10	-24	-0.4	nt	8	0	14	5
CCOP(=O)(Cc1ccccc1)OCC	9	3	-11	0	-5	-2.0	-26	-1	-6	3	-1
COc1cc2[nH]c(=S)n(-c3ccccc3)c(=O)c2cc1OC	8	6	-1	10	0	-0.3	56	5	5	19	-2
Cn1c(CN2CCN(C(=O)COc3ccccc3)CC2)nc2cc([N+](=O)[O-])ccc21	26	-4	5	7	4	4.6	13	18	3	-6	6
CCCN1CC[C@@H]2c3cc(O)ccc3CC[C@@H]21	1	-8	17*	9	-8	1.3	12	10	-5	0	2
CCN(CC)CCC(=O)O[C@H]1CC[C@]2(C)C3CC[C@@]4(C)C(CC[C@]4(C)O)C3CC[C@H]2C1 (stereo partly drawn)	-1	2	1	-26	20	-0.1	24	-29	-4	-3	nt
O=C1NC(=S)NC(=O)C1C/C=C/c1ccccc1	8	-4	-3	-2	1	-0.1	-17	2	-9	-2	5
CN(C)P(=NC(=S)c1cccn1C)(N(C)C)N(C)C	20	8	-7	-7	-6	-0.9	7	12	-6	-4	1
COC(=O)C1=C(c2ccc(OCc3ccccc3)cc2)C[C@@H]2CC[C@H]1N2C(=O)NCc1ccc(OC)cc1	2	nt	-5	-22	20	-3.5	72	1	-9	8	nt
OC(c1ccc(F)cc1)(c1ccc(F)cc1)[C@@H]1CCCN1	7	-16	-4	6	-3	-0.3	6	-8	-5	-6	-3
CN1CCC2(CC1)CC(NC=O)c1ccccc1O2 (stereo not drawn)	11	5	2	14	3	4.1	-8	11	-4	-1	1
CCN(CC)C(=O)c1ccc(NC(=O)c2ccc3c(c2)NC(=O)CS3)cc1	0	0	0	6	-10	1.0	0	1	-7	7	nt
COCCN1C(=O)NC(=O)/C(=C\c2ccc(Br)cc2)C1=O	13	3	0	-3	2	0.7	2	17	1	0	-2
CC1CCC2[C@@H](C)C(=O)OC3O[C@]4(C)CCC1C32OO4 (stereo partly drawn)	22	-4	6	-2	5	-0.3	10	8	-5	-1	-2
O=c1c2ccccc2nc(-c2ccc(-c3ccccc3)cc2)n1-c1ccncc1	-98	-15	-9	-7	-117	-1.6	-31	-99	-9	-3	-3
COc1ccc(NC(=S)N2Cc3ccccc3-n3nncc3C2)c(OC)c1	6	nt	-5	-4	0	2.2	9	15	-3	13	nt

High-throughput results deposited in PubChem by several laboratories.

Not all compounds are listed; rates above refer to the full screens.
